Compound activity deposited in PubChem by several laboratories.
S1P4 antagonist = antagonists of human S1P4 receptor | AID 1510 | 0.26% of 220,000 active | inhibition, % at 4.98 µM | S1P4-expressing cells, antagonist mode, reporter read-out; in the data active = inhibition above about 29%;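 note: 0% = wells stimulated with agonist and 100% = vehicle wells without agonist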
Target sequence (O95977 whole entry, looked up): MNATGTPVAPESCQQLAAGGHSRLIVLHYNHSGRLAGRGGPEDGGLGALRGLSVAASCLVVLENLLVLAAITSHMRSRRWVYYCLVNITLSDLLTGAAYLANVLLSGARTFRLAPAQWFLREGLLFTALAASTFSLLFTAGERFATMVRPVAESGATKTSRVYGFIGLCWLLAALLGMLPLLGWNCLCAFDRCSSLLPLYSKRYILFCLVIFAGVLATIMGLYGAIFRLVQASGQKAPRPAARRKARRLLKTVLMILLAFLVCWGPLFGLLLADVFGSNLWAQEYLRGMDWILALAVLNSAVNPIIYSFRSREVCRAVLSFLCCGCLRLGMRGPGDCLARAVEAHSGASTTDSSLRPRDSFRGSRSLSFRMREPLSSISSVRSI
PGE2 EP2 inh = EP2 receptor (human) inhibition; P43116; C6 glioma cells expressing human EP2, cAMP TR-FRET; cells stimulated with saturating PGE2; inhibition, % at 25 µM; 0.52% of 260,000 active;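 active = percent inhibition above 40 after rounding to a whole number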;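 note: rat C6 glioma host cells with rolipram phosphodiesterase inhibitor present; the protocol text gives 20 µM as final concentration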
NPY Y1 blocker = antagonists of human neuropeptide Y receptor Y1. inhibition, % at 3.6 µM. HEK293-CNG Y1 cells, membrane potential fluorescence; NPY at EC95, then isoproterenol. AID 1040. 1% of 200,000 active. P25929;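 active = inhibition above the campaign mean inhibition of all tested compounds plus 3 SD, cut at about 20% in these data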;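 note: 0% = DMSO wells given NPY plus isoproterenol and 100% = isoproterenol alone without NPY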
Target sequence (P25929 whole entry, looked up): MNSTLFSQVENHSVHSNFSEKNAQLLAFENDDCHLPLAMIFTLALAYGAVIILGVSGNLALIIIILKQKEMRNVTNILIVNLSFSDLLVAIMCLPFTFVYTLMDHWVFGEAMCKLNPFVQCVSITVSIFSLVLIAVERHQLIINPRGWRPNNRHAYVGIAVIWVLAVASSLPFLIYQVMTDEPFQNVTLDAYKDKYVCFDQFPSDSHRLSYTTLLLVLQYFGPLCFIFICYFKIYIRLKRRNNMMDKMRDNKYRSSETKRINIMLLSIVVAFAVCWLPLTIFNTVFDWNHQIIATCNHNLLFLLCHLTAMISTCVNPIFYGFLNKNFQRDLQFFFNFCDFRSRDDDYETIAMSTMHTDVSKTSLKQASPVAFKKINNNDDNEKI
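Material: HEK293 cells with Y1 receptor plus CNG channel; times: compound incubation 1 h at room temperature, readout 45 min post-stimulation; signal: fluorescence, membrane potential probe; read-out basis: fluorescence ratio normalized to % inhibition between controls; benchmarks: full-block control isoproterenol-only wells, zero-block control NPY plus isoproterenol wells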
S1P4 ag = activates the human S1P4 receptor | S1P4-expressing cell line, agonist reporter assay | 0.35% of 220,000 active | O95977 | AID 1509 | activation, % at 4.98 µM; in the data active = activation above about 11%;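 note: 0% = DMSO vehicle and 100% = reference agonist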
EP2 mod = modulates human prostaglandin E2 receptor EP2 signaling; P43116; EP2-expressing cells, cAMP HTRF FRET, PGE2 co-stimulation; induction, % at 25 µM; 0.83% of 260,000 active; AID 940;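 active = compounds whose cAMP rise, as percent of the full-agonist control response, exceeds 60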;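 note: rat C6 glioma line stably carrying human EP2 under a CMV promoter; the protocol text gives 20 µM as final concentration; 100% = response of wells given 1 µM PGE2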
NPY-Y2 PAM-ag = potentiators or agonists of human neuropeptide Y receptor Y2 | cells expressing NPY-Y2, potentiator/agonist read-out | P49146 | 0.45% of 220,000 active | AID 1359 | activation, % at 3.6 µM; in the data active = activation above about 27%;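 note: cells stimulated with NPY near EC25 plus isoproterenol at EC100; 0% = vehicle plus submaximal agonist and 100% = vehicle plus saturating agonist; some results beyond the cut were filed as inactive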
p97 inhibitor = blocks human p97 ATPase activity; AID 1481; 0.42% of 220,000 active; P55072; recombinant p97 ATPase, Kinase-Glo ATP luminescence, 3 h; inhibition, % at 8 µM; in the data active = inhibition above about 15%;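 note: 0% = DMSO vehicle and 100% = wells lacking enzyme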
NPY-Y1 PAM-ag = potentiators or agonists of human neuropeptide Y receptor Y1 | AID 1304 | P25929 | NPY-Y1 expressing cells, potentiator/agonist activation | activation, % at 3.6 µM | 0.37% of 220,000 active; in the data active = activation above about 33%, passing the limit was not always enough;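 note: cells stimulated with NPY at EC10 then isoproterenol at EC100; 0% = low agonist plus stimulus and 100% = saturating agonist plus stimulus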
eIF4E 4G PPI = inhibitors of eIF4E and eIF4G interaction in translation initiation; TR-FRET eIF4E-eIF4GI(517-606) binding, 2 h; inhibition, % at 21.7 µM; 0.37% of 220,000 active; AID 782;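 active = inhibition above about 30%, limit read from the data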;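 note: 0% = full FRET control wells and 100% = background wells lacking eIF4GI fragment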
Numbers without * were called inactive; . = not tested or not shown; & = joins results of further samples; [ ] = remark or other dose.

SMILES	S1P4 antagonist	PGE2 EP2 inh	NPY Y1 blocker	S1P4 ag	EP2 mod	NPY-Y2 PAM-ag	p97 inhibitor	NPY-Y1 PAM-ag	eIF4E 4G PPI
CCN(CC)c1ccc2cc(C(=O)Nc3ccccn3)c(=O)oc2c1	-10	22	-4	1.9	-2	3	8	6	-4
COc1ccc(NC(=O)c2c(SC)nsc2SC)cc1	-13	13	7	-2.1	19	7	4	18	-8
CC(C)CCn1c(SCC#N)nc2c(sc3ccccc32)c1=O	2	8	9	0.9	25	2	3	10	1[fluorescence artefact?]
CC(OC(=O)c1cccs1)C(=O)Nc1nc(-c2ccccc2)cs1 (stereo unspecified)	-5	4	-4	-1.5	-4	7	-6	-10	7[fluorescence artefact?]
Cn1c(=O)c2c(nc(N3CCNCC3)n2Cc2ccccc2Cl)n(C)c1=O	-28	12	4	0.8	-12	2	6	-2	3
CCOCC(=O)Nc1ccccc1C(=O)N1CCOCC1	-10	5	0	-0.6	15	-9	0	7	0
O=C(OC1CCOC1=O)c1ccc(N2CCCC2)c([N+](=O)[O-])c1 (stereo unspecified)	-17	3	2	0.2	10	-7	2	-14	1
COc1ccc(C2C(C(C)=O)=C(O)C(=O)N2c2cccnc2)cc1OC (stereo unspecified)	-2	6	2	1.2	29	-6	1	8	2
Cc1nc2ccccc2c(=O)n1/N=C/c1c(O)ccc2ccccc12	11	2	-1	-0.8	13	2	6	16	13
CC1Cc2ccccc2N1C(=O)CSc1nnc2n1C(C)(C)Cc1ccccc1-2 (stereo unspecified)	-8	15&8	1	-0.6	-43&-25	-6	-5	-2	-2[fluorescence artefact?]
N#CCCNc1c(Cl)cc(Cl)cc1C(=O)O	7	6	-2	0.4	21	-13	0	-13	-1
Cc1cc(SCC(=O)N2CCCC2)nc2ccccc12	-1	3	1	0.0	9	-5	0	14	4
CCOC(=O)c1ccc2nc(NC(C)=O)sc2c1	-3	2	6	2.1	13	3	3	27	3
CCCOc1ccc(/C(O)=C2/C(=O)C(=O)N(CCCn3ccnc3)C2c2ccc(C)o2)cc1 (stereo unspecified)	7	8	.	2.8	18	1	0	-10	0
CCC(C)[C@H](NC(=O)Nc1cccc(Cl)c1)C(=O)O (stereo partly specified)	6	4	7	0.7	6	-8	4	12	2
CC(=O)C(Sc1ccc2nnc(-c3ccc(F)cc3)n2n1)C(C)=O	-20	7	-5	-4.3	21	15	6	16	-3
CCCCNS(=O)(=O)c1ccc2nc(SCC(=O)c3ccccc3OC)[nH]c2c1	9	7	-2	0.6	-17	2	-1	13	1
O=C(Nc1ccc(Cl)c([N+](=O)[O-])c1)Nc1nc2ccccc2s1	-13	8	.	-0.7	16	0	6	32	-2
CCN=C1SC(C(=O)Nc2ccc(OCC)cc2)CC(=O)N1CC (stereo unspecified)	1	7	4	-1.2	-8	-1	1	6	0
O=C(NCC1CCCO1)c1ccc(NS(=O)(=O)c2cccs2)cc1 (stereo unspecified)	-1	5	.	0.0	-7	14	12	15	-5

Record cards, from the list above:
Results for `COc1ccc(C2C(C(C)=O)=C(O)C(=O)N2c2cccnc2)cc1OC` (stereo unspecified) : S1P4 antagonist = -2; PGE2 EP2 inh = 6; NPY Y1 blocker = 2; S1P4 ag = 1.2; EP2 mod = 29; NPY-Y2 PAM-ag = -6; p97 inhibitor = 1; NPY-Y1 PAM-ag = 8; eIF4E 4G PPI = 2
Results for `CC(C)CCn1c(SCC#N)nc2c(sc3ccccc32)c1=O` : S1P4 antagonist = 2; PGE2 EP2 inh = 8; NPY Y1 blocker = 9; S1P4 ag = 0.9; EP2 mod = 25; NPY-Y2 PAM-ag = 2; p97 inhibitor = 3; NPY-Y1 PAM-ag = 10; eIF4E 4G PPI = 1[fluorescence artefact?]

Back to the main list, starting 3 compounds before the break.
SMILES	S1P4 antagonist	PGE2 EP2 inh	NPY Y1 blocker	S1P4 ag	EP2 mod	NPY-Y2 PAM-ag	p97 inhibitor	NPY-Y1 PAM-ag	eIF4E 4G PPI
O=C(Nc1ccc(Cl)c([N+](=O)[O-])c1)Nc1nc2ccccc2s1	-13	8	.	-0.7	16	0	6	32	-2
CCN=C1SC(C(=O)Nc2ccc(OCC)cc2)CC(=O)N1CC (stereo unspecified)	1	7	4	-1.2	-8	-1	1	6	0
O=C(NCC1CCCO1)c1ccc(NS(=O)(=O)c2cccs2)cc1 (stereo unspecified)	-1	5	.	0.0	-7	14	12	15	-5
S=C(Nc1ccc2[nH]ccc2c1)NC1CCCCC1	4	12	.	-1.6	-26	-2	5	13	-1
Cn1c(-[n+]2c(-c3ccccc3)cc(-c3ccccc3)cc2-c2ccccc2)nc2c([N+](=O)[O-])cccc21	10	8	16	0.6	41	-11	1	5	3
CC(O)c1nc2ccccc2n1CCCOc1ccccc1 (stereo unspecified)	-8	7	.	-0.8	13	3	1	17	0
CCOC(=O)CCn1nc(-c2ccccc2)cc1N	2	9	-4	-1.2	10	19	6	-10	-5
O=P(O)(CCc1ccccn1)CN1CCOCC1	-9	8	-9	2.0	.	2	6	-14	.
O=C(CSc1nnc(CCCO)n1-c1ccccc1)NCCc1ccccc1	-3	10	3	0.2	-10	-5	1	-29	-1
Cc1nn(Cc2ccc(Cl)c(Cl)c2)c(C)c1NC(=O)c1cc(-c2ccco2)on1	-24	10	-1	-1.5	-16	-4	-6	-25	-1[fluorescence artefact?]
CCOC(=O)N1CCN(C(=O)Cn2cnc3ccccc3c2=O)CC1	1	4	0	2.0	15	3	6	21	-1
CC(C)c1ccc(NC(=O)CSc2ncccc2C(=O)Oc2cccc([N+](=O)[O-])c2)cc1	-6	2	-1	-1.7	23	-4	-1	1	-4
O=C(CC1C(=O)NCCN1Cc1ccc(F)cc1)NCCOc1cccnc1 (stereo unspecified)	-5	3	1	1.9	20	-1	-2	3	-3
CCC(C)NC(=O)/C=C/c1cccs1 (stereo unspecified)	-18	1	0	0.9	6	6	5	18	11
Oc1c(Cl)cc(Cl)cc1/C=N/Nc1ncc(Br)cn1	-1	10	1	1.2	-37	-5	1	-2	2
COc1ccc(-c2cc(C(=O)NCc3cn(C)nc3C)c3ccccc3n2)cc1OC	0	9	3	1.7	-8	0	4	7	-3
O=C(Cc1ccccc1)Nc1ccccc1N1CCCC1	-43	6	-1	1.0	4	-9	-6	-9	2
C#CCCOC(=O)Nc1ccccc1	-2	14	.	-0.1	-8	-10	1	-16	6
COc1ccc(C(=S)N2CCCC2)cc1OC	1	21	1	0.9	19	13	-3	8	-5[fluorescence artefact?]
CCCn1c(CNC(=O)c2ccccc2)nc2ccccc21	-9	3	0	0.8	11	-34	-3	0	-6
Cc1ccc(S(=O)(=O)N(C)CCCC(=O)n2nc(C)cc2C)cc1	-6	7	7	-1.3	11	-1	1	-1	-4
Cn1c(=O)n(C)c2cc(/C=N/N=C3/NC(=O)C(CC(=O)O)S3)ccc21 (stereo unspecified)	4	4	6	0.4	22	1	2	1	3
COc1ccc(C(=O)/C=C\N2CCOCC2)cc1	-2	12	-5	1.0	32	-3	-7	-22	3

Two compounds from above, reduced to NPY-Y2 PAM-ag and S1P4 ag:
| structure | NPY-Y2 PAM-ag | S1P4 ag |
| --- | --- | --- |
| N#CCCNc1c(Cl)cc(Cl)cc1C(=O)O | -13 | 0.4 |
| Cc1cc(SCC(=O)N2CCCC2)nc2ccccc12 | -5 | 0.0 |

Remaining list, next part.
SMILES	S1P4 antagonist	PGE2 EP2 inh	NPY Y1 blocker	S1P4 ag	EP2 mod	NPY-Y2 PAM-ag	p97 inhibitor	NPY-Y1 PAM-ag	eIF4E 4G PPI
COc1ccc(OC)c(NC(=O)Nc2nnc(N3CCC(C)CC3)s2)c1	-8	6	2	1.2	-16	5	-1	11	-2
COc1ccccc1CNC(=O)c1ccc2nc3[nH]c4ccccc4c3nc2c1	-7	10	1	0.9	-10	-29	2	-43	-10
COc1ccc(Cn2c(=O)[nH]c3cc(C(=O)NCCc4ccc(S(N)(=O)=O)cc4)ccc3c2=O)cc1	-16	14	1	2.2	8	2	4	16	9
CCc1ccc(S(=O)(=O)NC(=S)NC2CCCCC2)cc1	6	3	-1	-0.9	1	-11	0	-40	-5
O=C(CSc1nc2c(c(=O)n1-c1ccc(F)cc1)SCC2)NCC1CCCO1 (stereo unspecified)	-15	10	8	1.0	26	-13	-1	1	1
CC(C)[C@H](NC(=O)Nc1ccc2c(c1)OCCO2)C(=O)O	-11	6	3	0.4	5	15	3	-15	-5[fluorescence artefact?]
CC1CN(S(=O)(=O)c2ccc(Cl)c(C(F)(F)F)c2)CC(C)O1 (stereo unspecified)	-26	6	-4	1.1	3	0	-3	3	2
O=C(O)c1cccc(NS(=O)(=O)c2ccc(NC(=O)c3ccco3)cc2)c1	-6	5	0	-1.4	8	10	7	2	-4
CCOC(=O)c1c(C)[nH]c(C(=O)CSc2nc(C)cc(C)n2)c1C	-12	11	-3	1.6	-6	-4	0	-3	8
O=C(Nc1nccs1)C1CCCN1S(=O)(=O)c1ccc(Cl)cc1 (stereo unspecified)	-24	4	-1	0.9	8	-24	-1	-4	13
CCN(CC)C(=O)C1CCN(Cc2ccc(Br)cc2)CC1	-11	10	1	1.3	18	-4	-3	-7	-4
CCCc1cc(=O)[nH]c(SCC(=O)c2cc(C)n(CCOC)c2C)n1	-26	14	10	-0.4	25	-5	-1	4	2
Cn1c(=O)c2c(nc(CN3CCN(C(=O)c4ccco4)CC3)n2Cc2ccccc2)n(C)c1=O	-16	5	-5	0.3	-4	5	0	-2	3
COc1ccccc1NC(=O)CN1C(=O)NC(CC(C)C)C1=O (stereo unspecified)	-25	10	1	1.5	17	6	-6	-5	4
O=C(c1cccnc1)n1nc(-c2ccco2)nc1NCc1cccs1	-9	6	0	-0.6	32	-4	-2	2	0
Cc1nc(SCC(=O)NCCc2ccccc2)n[nH]1	1	14	1	-0.3	19&8	6	2	1	2

Some of the compounds tested, so the mix of outcomes need not match the whole.
